# Bioassay records (PubChem BioAssay)
# RPL19A TOR yeast: modulators of TOR pathway RPL19A-GFP in S. cerevisiae. actives 0.3% (n = 330,000). S. cerevisiae RPL19A-GFP strain, flow cytometry, 3 h; hits give low values. percent response vs DMSO, % at 10 µM. AID 2025;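 active = percent response vs DMSO below 50%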;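 also: median channel GFP fluorescence of the barcoded RPL19A-GFP strain; ratio of sample median GFP to plate DMSO average so 100% = DMSO; lower means less RPL19A-GFP as with rapamycin TOR inhibition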
# Yeast superoxide: lowers age-related superoxide in aged yeast cells | S. cerevisiae aged cells, superoxide DHE fluorescence; hits give low values | superoxide response (% of plate mean), % at 10 µM | actives 0.18% (n = 330,000) | AID 2690;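 active = superoxide response under a set limit, about three screen SD below normal, cut at about 65% in these data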;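 also: yeast aged for seven days with compound at 30 °C before DHE staining; 100% = average MFI of all compound-treated wells on the plate with controls excluded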
# VLA-4 inh: inhibition in a human VLA-4 binding assay; P13612; VLA-4 expressing cells, ligand binding flow cytometry; inhibition, % (about 7 µM as worked out from the volumes in the protocol); actives 0.2% (n = 330,000); in the data active = inhibition above about 50%
# MEP2 TOR yeast: yeast TOR pathway MEP2-GFP modulation. AID 2016. actives 0.51% (n = 330,000). S. cerevisiae MEP2-GFP strain, flow cytometry GFP, 3 h; 100% = DMSO control level. GFP response vs DMSO, % at 10 µM;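 active = GFP response versus DMSO above a set limit, roughly screen mean plus 3 SD, cut at about 180% in these data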;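 also: median GFP fluorescence of the barcode-gated MEP2-GFP cells per well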
# GRK2 inh: human GRK2 inhibition via aptamer displacement; P25098; bead flow cytometry, FAM-aptamer displacement from GRK2; inhibition of aptamer binding, % at 10 µM; actives 0.59% (n = 330,000); AID 488847;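 active = inhibition of aptamer binding above 40%, roughly 3 SD of noise, on plates passing a quality check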;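 also: median bead fluorescence of bound FAM aptamer so fluorescent compounds give negative values; no value below 0 was filed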
# Target sequence (P25098 whole entry, looked up): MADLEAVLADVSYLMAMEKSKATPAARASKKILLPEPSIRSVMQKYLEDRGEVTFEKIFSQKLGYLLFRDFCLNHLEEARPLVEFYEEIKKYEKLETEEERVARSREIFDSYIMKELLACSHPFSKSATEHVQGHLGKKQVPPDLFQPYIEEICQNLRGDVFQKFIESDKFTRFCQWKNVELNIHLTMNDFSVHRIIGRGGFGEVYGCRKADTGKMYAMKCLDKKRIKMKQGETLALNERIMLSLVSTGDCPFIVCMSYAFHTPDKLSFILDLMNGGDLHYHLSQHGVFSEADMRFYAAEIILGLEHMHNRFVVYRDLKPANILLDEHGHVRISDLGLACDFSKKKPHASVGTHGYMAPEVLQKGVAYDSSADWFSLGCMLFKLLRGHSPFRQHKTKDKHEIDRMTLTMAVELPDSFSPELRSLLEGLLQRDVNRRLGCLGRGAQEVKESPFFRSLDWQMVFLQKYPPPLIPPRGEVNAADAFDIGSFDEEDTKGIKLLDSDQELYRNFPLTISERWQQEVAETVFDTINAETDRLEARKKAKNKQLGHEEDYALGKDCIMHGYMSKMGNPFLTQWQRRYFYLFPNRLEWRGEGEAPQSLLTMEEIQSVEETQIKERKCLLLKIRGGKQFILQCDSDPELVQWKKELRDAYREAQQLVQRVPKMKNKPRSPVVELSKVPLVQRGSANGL
# LAP4-GFP MLPCN: yeast TOR pathway LAP4-GFP modulation; AID 2023; S. cerevisiae LAP4-GFP multiplex, flow cytometry GFP, 3 h; median GFP as percent of DMSO wells; GFP response vs DMSO, % at 10 µM; actives 0.34% (n = 320,000);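 active = GFP response vs DMSO above a set limit, about the screen mean plus 3 SD, cut at about 150% in these data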
# AGP1-GFP MLPCN: yeast TOR pathway AGP1-GFP modulation; S. cerevisiae AGP1-GFP multiplex flow cytometry, 3 h; GFP as percent of DMSO wells; GFP response vs DMSO, % at 10 µM; actives 0.02% (n = 320,000); AID 2066;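 active = GFP response relative to DMSO above a set limit, near screen average plus 3 SD, cut at about 150% in these data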;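 also: median GFP channel fluorescence of the gated AGP1 strain per well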
# CIT2-GFP yeast: yeast TOR pathway CIT2-GFP modulation | S. cerevisiae CIT2-GFP strain, flow cytometry, 3 h; 100 means same as DMSO wells | GFP response vs DMSO, % at 10 µM | actives 0.065% (n = 320,000);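 active = GFP response relative to DMSO above a set limit, near the screen mean plus 3 SD, cut at about 150% in these data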;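 also: ratio of well median GFP fluorescence to mean of DMSO wells on the plate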
# Active calls of the source: *; . = no result given.
No.	canonical_smiles	RPL19A TOR yeast	Yeast superoxide	VLA-4 inh	MEP2 TOR yeast	GRK2 inh	LAP4-GFP MLPCN	AGP1-GFP MLPCN	CIT2-GFP yeast
1	Nc1ccc2c(C(F)(F)F)cc(C(F)(F)F)nc2n1	89.7	101.7	2.1	92.8	2.0	83.9	89.2	91.2
2	COc1cc(C2NC(=O)C(C#N)=C(S)N2c2ccc(C)cc2)ccc1OC(C)C (stereo not drawn)	96.4	98.1	2.2	114.0	2.0	.	96.0	91.7
3	C=CCn1c(SCC(=O)NCC(=O)OCC)nnc1-c1cccc(OC)c1	99.1	92.2	23.6	86.1	1.0	93.9	105.3	113.9
4	Cc1cc2oc(=O)cc(CNc3ccccc3F)c2cc1O	109.4	100.5	-4.6	111.2	0.0	102.8	109.7	117.7
5	O=C(c1cc(Sc2ccc(Cl)cc2)nc2ccccc12)N1CCN(c2ccccn2)CC1	99.3	87.9	1.7	99.1	2.0	102.5	93.5	93.9
6	CN(CCc1ccccc1)C1CCCN(S(=O)(=O)CC(F)(F)F)C1 (stereo not drawn)	93.3	102.1	-3.5	101.6	0.0	96.7	95.5	95.8
7	COc1ccccc1N(CC(O)Cn1c(C)nc2ccccc21)S(=O)(=O)c1ccccc1 (stereo not drawn)	98.0	96.4	6.9	100.4	0.0	102.7	96.6	93.3
8	Cc1ccccc1N1CC(C(=O)Nc2nnc(SCCN3CCOCC3)s2)CC1=O (stereo not drawn)	101.1	117.2	-19.9	98.6	0.0	100.9	99.1	107.6
9	COc1cccc(C(C(=O)NC(C)(C)C)N(CCc2ccccc2)C(=O)CCC(=O)Nc2cc(C)on2)c1OC (stereo not drawn)	99.9	126.6	-3.6	101.6	0.0	100.4	108.0	113.5
10	CC(=O)Nc1ccc(OC(=O)c2ccc(Br)c([N+](=O)[O-])c2)cc1	104.2	98.4	17.8	104.3	0.0	124.9	97.1	93.1
11	OC(COc1ccc2c(c1)OCO2)CN1CCN(c2ccc(F)cc2)CC1 (stereo not drawn)	106.2	106.9	26.0	105.8	4.0	91.8	100.9	105.5
12	Cc1ccc(S(=O)(=O)NC(=O)NCc2ccc(Cl)cc2)cc1	100.0	95.2	1.4	94.0	25.0	89.2	98.3	.
13	CSc1nc(-c2ccc(Cl)cc2)nn1C(=O)c1ccccc1	100.0	102.8	8.6	100.7	3.0	98.7	96.5	92.5
14	CSc1nc2ccsc2c(=O)n1-c1ccccc1	96.9	89.2	9.8	94.6	2.0	116.8	109.6	91.0
15	O=C(COC(=O)Cc1ccccc1F)Nc1ccc(Cl)cn1	93.5	95.3	0.9	111.1	0.0	102.2	111.5	87.0
16	CCCCN(C(=O)C1CCCO1)c1c(N)n(CCC)c(=O)[nH]c1=O (stereo not drawn)	99.7	87.2	1.1	106.1	0.0	94.2	101.5	106.8
17	Cc1ccc2cc(CCNS(=O)(=O)c3ccc(Cl)cc3)c(=O)[nH]c2c1C	99.0	88.1	13.9	102.0	3.0	99.6	97.4	105.1
18	CCN(CC(=O)NCc1cccs1)C(=O)CCCOc1ccc(C(C)(C)C)cc1	97.7	101.8	-27.1	95.0	0.0	92.7	99.7	95.2
19	Cc1ccc2c(c1)NC(=O)C(CC(=O)Nc1ccc(Br)c(C)c1)O2 (stereo not drawn)	100.8	96.5	4.2	103.6	3.0	96.3	106.8	103.7
20	Cc1ccc(C(=O)Nc2ccc(F)c(S(=O)(=O)N3CCOCC3)c2)s1	90.8	89.0	19.9	91.1	0.0	88.9	87.8	86.3

# Reformatted: results already given.
1: Nc1ccc2c(C(F)(F)F)cc(C(F)(F)F)nc2n1
2: COc1cc(C2NC(=O)C(C#N)=C(S)N2c2ccc(C)cc2)ccc1OC(C)C (stereo not drawn)
3: C=CCn1c(SCC(=O)NCC(=O)OCC)nnc1-c1cccc(OC)c1
4: Cc1cc2oc(=O)cc(CNc3ccccc3F)c2cc1O
5: O=C(c1cc(Sc2ccc(Cl)cc2)nc2ccccc12)N1CCN(c2ccccn2)CC1
6: CN(CCc1ccccc1)C1CCCN(S(=O)(=O)CC(F)(F)F)C1 (stereo not drawn)
7: COc1ccccc1N(CC(O)Cn1c(C)nc2ccccc21)S(=O)(=O)c1ccccc1 (stereo not drawn)
8: Cc1ccccc1N1CC(C(=O)Nc2nnc(SCCN3CCOCC3)s2)CC1=O (stereo not drawn)
9: COc1cccc(C(C(=O)NC(C)(C)C)N(CCc2ccccc2)C(=O)CCC(=O)Nc2cc(C)on2)c1OC (stereo not drawn)
10: CC(=O)Nc1ccc(OC(=O)c2ccc(Br)c([N+](=O)[O-])c2)cc1
screen / no. | 1 | 2 | 3 | 4 | 5 | 6 | 7 | 8 | 9 | 10
RPL19A TOR yeast | 89.7 | 96.4 | 99.1 | 109.4 | 99.3 | 93.3 | 98.0 | 101.1 | 99.9 | 104.2
Yeast superoxide | 101.7 | 98.1 | 92.2 | 100.5 | 87.9 | 102.1 | 96.4 | 117.2 | 126.6 | 98.4
VLA-4 inh | 2.1 | 2.2 | 23.6 | -4.6 | 1.7 | -3.5 | 6.9 | -19.9 | -3.6 | 17.8
MEP2 TOR yeast | 92.8 | 114.0 | 86.1 | 111.2 | 99.1 | 101.6 | 100.4 | 98.6 | 101.6 | 104.3
GRK2 inh | 2.0 | 2.0 | 1.0 | 0.0 | 2.0 | 0.0 | 0.0 | 0.0 | 0.0 | 0.0
LAP4-GFP MLPCN | 83.9 | . | 93.9 | 102.8 | 102.5 | 96.7 | 102.7 | 100.9 | 100.4 | 124.9
AGP1-GFP MLPCN | 89.2 | 96.0 | 105.3 | 109.7 | 93.5 | 95.5 | 96.6 | 99.1 | 108.0 | 97.1
CIT2-GFP yeast | 91.2 | 91.7 | 113.9 | 117.7 | 93.9 | 95.8 | 93.3 | 107.6 | 113.5 | 93.1

11: OC(COc1ccc2c(c1)OCO2)CN1CCN(c2ccc(F)cc2)CC1 (stereo not drawn)
screen / no. | 11
RPL19A TOR yeast | 106.2
Yeast superoxide | 106.9
VLA-4 inh | 26.0
MEP2 TOR yeast | 105.8
GRK2 inh | 4.0
LAP4-GFP MLPCN | 91.8
AGP1-GFP MLPCN | 100.9
CIT2-GFP yeast | 105.5

# Other records follow:
No.	canonical_smiles	RPL19A TOR yeast	Yeast superoxide	VLA-4 inh	MEP2 TOR yeast	GRK2 inh	LAP4-GFP MLPCN	AGP1-GFP MLPCN	CIT2-GFP yeast
21	CCN(CC)c1ccc(/C=N/NC(=O)Nc2nonc2N)cc1	104.1	99.0	10.6	98.3	0.0	90.2	100.7	99.9
22	Cc1nc2ccccc2n1CC(O)COc1ccccc1Cl (stereo not drawn)	101.9	97.6	5.9	101.8	3.0	111.4	108.0	95.7
23	CCOc1ccc(NC(=O)CCS(=O)(=O)c2ccc3c(c2)CCCN3C(C)=O)cc1	94.9	89.8	-2.6	93.4	4.0	92.0	93.3	88.2
24	COC(=O)c1ccccc1NC(=O)Nc1cccs1	99.5	107.7	-6.3	111.7	5.0	106.9	99.5	93.1
25	CC(C)c1c(O)c2c(n(-c3ccccc3)c1=O)CCCC2	100.8	92.4	0.0	93.2	2.0	101.2	105.4	89.3
26	CCOC(=O)c1c(N2C(=O)Nc3ccccc3N2O)n[nH]c1-c1cccc(OC)c1	107.6	99.0	5.1	105.0	0.0	100.9	109.7	105.7
27	N#CC1=C(N)NC(SCc2ccccc2)=C(C#N)C12CCCCC2	104.3	123.1	3.6	107.1	0.0	102.2	103.6	112.8
28	Cc1noc(C)c1COc1ccccc1C(=O)NCc1ccco1	101.4	96.7	3.2	97.4	3.0	106.6	102.5	91.3
29	Cc1cc(NC(=O)CSc2nc(-c3ccc(F)cc3)cs2)no1	103.2	112.5	2.7	108.9	1.0	102.1	103.7	94.1
30	CCOC(=O)CN1C(=O)N[C@@H](c2cccc(C(F)(F)F)c2)[C@H](C(C)=O)[C@H]1C	103.4	87.2	0.3	96.7	0.0	122.3	85.6	102.1
31	Cc1cc(S(=O)(=O)NC[C@H]2O[C@@H](n3cnc4c(N)ncnc43)[C@H](O)[C@@H]2O)c(C)s1	89.1	118.7	19.0	84.7	9.0	85.0	87.9	92.9
32	Cc1ccn(C)c(=N)c1	104.9	103.2	16.3	104.2	0.0	98.5	103.4	102.6
33	COc1ccc(/C=C(/NC(=O)c2ccco2)C(=O)N2CCc3ccccc32)cc1OC	94.4	113.4	20.6	93.9	0.0	108.2	99.3	96.6
34	Cc1nn(C)c(C)c1CN(C)S(=O)(=O)c1ccc(F)cc1	98.8	109.9	3.4	104.0	2.0	100.7	102.6	95.7
35	Cc1cc(OCC(=O)N2CCCC2)ccc1Cl	96.1	102.3	1.3	101.2	1.0	123.5	97.3	95.6
36	CCOc1ccc(N(CC(=O)NCCC2=CCCCC2)S(=O)(=O)c2ccccc2)cc1	92.4	101.5	1.6	95.6	0.0	96.3	97.2	84.3
37	COc1cccc(CNS(=O)(=O)c2cc3c(cc2C)n(C)c(=O)c(=O)n3C)c1	97.6	102.4	-3.7	102.5	3.0	101.2	98.5	103.3
38	COC(=O)c1ccc(NC(=O)CSc2nnc(-c3cccnc3)o2)cc1	85.8	110.6	-6.7	94.0	0.0	105.8	90.1	72.7
39	O=C(O)C1CCN(C(=O)c2ccco2)CC1	101.1	89.4	2.3	106.0	1.0	106.3	108.8	105.2
40	CNC(=O)c1cccnc1Nc1cccc(C(F)(F)F)c1	106.0	114.2	-1.3	107.1	1.0	109.7	89.7	93.5
41	O=C(CN(C(=O)c1csnn1)c1ccccc1F)NCc1ccccc1	99.0	101.9	7.5	101.8	0.0	105.3	96.6	100.1
42	Cc1ccc(C)c(Cn2nnc3c(=O)[nH]c(C4CCN(C(=O)c5cccs5)CC4)nc32)c1	92.3	105.6	6.9	96.2	1.0	93.8	90.4	90.4
43	Cc1cc2[nH]c(=O)c(=O)[nH]c2cc1S(=O)(=O)NCc1ccc(Cl)cc1	99.6	100.4	-0.8	108.1	3.0	101.7	105.0	99.7
44	COc1ccc(-n2c(C)cc(-c3csc(N)n3)c2C)cc1	100.1	112.2	-7.2	101.8	0.0	98.3	99.7	100.3
45	CC(C)CC(=O)Nc1cc2c3c(c1)C(C)C(=O)N3CCC2 (stereo not drawn)	96.3	80.8	13.8	102.4	5.0	92.3	99.0	97.6
46	O=C(CCc1ccccc1)NNC(=O)c1ccc(NC(=O)c2ccccc2)cc1	99.2	95.3	7.1	100.0	0.0	91.2	103.1	97.1
47	CC1CCCC(NC(=O)COC(=O)Cc2ccsc2)C1C (stereo not drawn)	92.6	105.3	-0.1	102.6	0.0	86.6	80.5	86.2
48	COc1cc(SC)ccc1C(=O)NCCOc1ccc(F)cc1	98.2	94.5	1.3	100.8	2.0	95.2	89.7	97.2
49	O=C(NCC1CCOCC1)c1cc(COc2cccc(C(F)(F)F)c2)on1	101.1	104.6	20.7	96.7	4.0	94.0	100.1	96.8
50	O=C(COc1ccc(Cl)cc1Cl)c1ccc[nH]1	97.1	100.1	4.2	101.8	0.0	95.1	103.3	82.3
51	O=C(Cc1ccsc1)OCC(=O)c1ccccc1	100.8	126.6	1.5	100.1	0.0	96.2	100.2	98.7
52	CCCCNS(=O)(=O)c1ccc(NC(=O)C2c3ccccc3Oc3ccccc32)cc1	103.4	88.5	.	109.0	0.0	99.5	104.8	99.6
53	CSCCC(NS(=O)(=O)c1ccc(C)cc1)C(=O)NCCc1c[nH]c2ccccc12 (stereo not drawn)	102.1	101.6	-6.5	101.3	3.0	83.5	89.3	103.6
54	O=C(Cc1ccccc1)Nc1cccc(N2CCCC2)c1	98.5	128.0	-16.3	101.8	0.0	102.9	92.8	89.6
55	O=C(CCC1CCCCC1)NCCS(=O)(=O)N1CCN(c2ccccc2)CC1	92.1	109.0	-3.8	92.2	0.0	96.2	95.4	80.0
56	COc1ccccc1C(=O)NNC1=NS(=O)(=O)c2ccccc21	106.7	104.1	4.7	108.3	1.0	94.0	100.0	100.8
57	COc1ccccc1Nc1nc(N)nc(CN2CCC(Cc3ccccc3)CC2)n1	103.5	107.7	30.7	105.0	0.0	101.6	109.5	107.6
58	N=c1n(CCCOc2ccc(Br)cc2)c2ccccc2n1CC(N)=O	90.3	93.0	17.2	95.6	0.0	103.2	97.0	89.3
